# MBNL1-CUG inh: MBNL1-poly(CUG) RNA binding inhibition. Potency, µM (doses to about 57.5 µM), for inactives: at the top dose activity change, negative = inhibition, actives largely listed as inhibitors. TR-FRET MBNL1-His/biotin-(CUG)12 binding, 665/545 ratio. Q9NR56. 280,000 tested, 0.036% active. AID 2675; active means well fitted inhibition curve with a large enough effect in the signal ratio, with a control signal flat, not every such curve was filed as active; inconclusive means small, poorly fitted or top-dose-only effect, or effect the other way, or a change in a side signal; inactive means no such curve, though single readings can be large or run the other way; the % refers to the signal ratio; further: potency means the concentration at half of the fitted maximal effect; on the % scale 0 is the no-effect control and ±100 the full control effect
#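 Ratiometric TR-FRET (665 over 545 nm, excitation 340 nm) tracks disruption of MBNL1-His/biotin-(CUG)12 complex after 60 min at room temperature, with compounds at 92 nM to 58 uM final.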
# TSHR antagonist: blocks TSH signaling through the human TSH receptor. P16473. TSHR-expressing cells, TSH-stimulated cAMP HTRF, 2 h; active compounds read low. activity change, negative = inhibition, % at 11.5 µM. 330,000 tested, 0.2% active;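 active means activity change below a set negative limit, meaning inhibition stronger than a set level, cut at about -70% in these data; inconclusive means activity change between two set negative limits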; further: on the % scale 0 is the no-effect control and ±100 the full control effect
#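 Read-out is FRET at 665 nm (cryptate excitation 337 nm) from a cryptate-tagged anti-cAMP antibody, competed by cell cAMP against cAMP-d2. Compounds are tested on freshly harvested TSHR cells challenged with 4nM TSH (EC80) for 2 hours at 37 deg C.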
# USP2a inh: blocks human ubiquitin-specific protease USP2a; O75604; USP2 core, Ub-CHOP2 coupled fluorogenic reporter, 485/531; Potency, µM (top dose mostly 38.3 µM), for the others: top-dose activity change, negative = inhibition, usual class: inhibitors; 330,000 tested, 0.01% active; AID 463254;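 further: potency means the concentration at half of the fitted maximal effect; plate controls were DMSO wells for no effect and full inhibition by NEM control for full effect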
#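 USP2 core (10nM final) preincubated 30min RT with compound in 20mM Tris-HCl pH 8.0, 2mM CaCl2, 2mM beta-mercaptoethanol, 0.05% CHAPS; 25nM Ub-CHOP2 plus 25nM reporter substrate added, fluorescence (Ex485/Em531) read after 60min.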
# GALK inh: blocks human galactokinase activity | P51570 | Purified GALK, Kinase-Glo residual ATP luminescence | Potency, µM (titrated, usually from 57.5 µM), inactives show top-dose activity change, negative = inhibition, most hits filed as inhibitors | 270,000 tested, 0.007% active | AID 1868; further: potency means the concentration at half of the fitted maximal effect; on the % scale 0 is the no-effect control and ±100 the full control effect
#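 ATP-depletion format; final 35 uM ATP, 100 uM D-galactose, 5 nM enzyme; pH 8.0 HEPES/Mg2+ buffer; 60 min RT; luminescence read 10 min after detection reagent.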
# Mito fusion act: inhibitors of mitochondrial division or activators of mitochondrial fusion | S. cerevisiae fusion-defective mutant growth rescue, CellTiterGlo 48 h | Potency, µM (top dose mostly 46.1 µM), for the others: at the highest dose growth rescue (activation), most hits filed as activators | 320,000 tested, 0.23% active | AID 485298;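 further: potency means the concentration at half of the fitted maximal effect; % of control where 0% means no effect; nearly all actives have a fitted effect of over 45% in size; temperature-sensitive fusion mutants such as fzo1-1 at 37 °C on non-fermentable ethanol glycerol medium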
#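 Read-out: ATP-based luminescence (CellTiterGlo, 10 min ambient) reporting growth of fusion-defective ts yeast after 48 hours at 37C on glycerol/ethanol YPEG medium in the presence of compound.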
# ASM inhibitor: inhibitors of human secretory acid sphingomyelinase | 340,000 tested, 0.006% active | P17405 | placental ASM, HMU-PC fluorogenic substrate, 60 min | Potency, µM (series often up to 57.5 µM), for the others: at the top dose activity change, negative = inhibition, hits mostly inhibitors; further: potency means the concentration at half of the fitted maximal effect
# Target sequence (P17405 47-631 limits assumed): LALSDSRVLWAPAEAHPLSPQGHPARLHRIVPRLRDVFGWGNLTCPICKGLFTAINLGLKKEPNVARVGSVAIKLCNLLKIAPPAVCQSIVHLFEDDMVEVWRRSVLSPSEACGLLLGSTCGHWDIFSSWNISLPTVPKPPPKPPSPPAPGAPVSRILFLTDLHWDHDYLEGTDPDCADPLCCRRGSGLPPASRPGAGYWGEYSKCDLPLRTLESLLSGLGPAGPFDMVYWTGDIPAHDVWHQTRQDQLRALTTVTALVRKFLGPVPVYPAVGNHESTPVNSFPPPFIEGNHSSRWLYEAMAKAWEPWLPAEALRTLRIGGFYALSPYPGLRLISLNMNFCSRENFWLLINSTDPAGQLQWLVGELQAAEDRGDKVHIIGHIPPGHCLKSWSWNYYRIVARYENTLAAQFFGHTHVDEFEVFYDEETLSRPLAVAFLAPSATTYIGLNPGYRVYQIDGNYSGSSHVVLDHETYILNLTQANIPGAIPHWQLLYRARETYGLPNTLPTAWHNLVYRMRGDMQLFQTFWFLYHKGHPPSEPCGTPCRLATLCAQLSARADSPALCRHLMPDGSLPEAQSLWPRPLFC
#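 Fluorogenic HMU-PC substrate (9 uM final) is turned over by placental ASM in 60 min at 37 C after a 10 min compound preincubation. Reaction ended by alkaline stop (pH 10), with fluorescence read at 386/447 nm.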
# Eya2 inh: Eya2 (human) phosphatase inhibition; recombinant Eya2, OMFP fluorescence dephosphorylation (OMFP is methylfluorescein phosphate); 330,000 tested, 0.006% active; AID 488837; Potency, µM (titrated, usually from 76.9 µM), for inactives: top-dose activity, negative = inhibition, hits mostly inhibitors; further: potency means the concentration at half of the fitted maximal effect; on the % scale 0 is the no-effect control and ±100 the full control effect
# Target sequence (O00167 whole entry, looked up): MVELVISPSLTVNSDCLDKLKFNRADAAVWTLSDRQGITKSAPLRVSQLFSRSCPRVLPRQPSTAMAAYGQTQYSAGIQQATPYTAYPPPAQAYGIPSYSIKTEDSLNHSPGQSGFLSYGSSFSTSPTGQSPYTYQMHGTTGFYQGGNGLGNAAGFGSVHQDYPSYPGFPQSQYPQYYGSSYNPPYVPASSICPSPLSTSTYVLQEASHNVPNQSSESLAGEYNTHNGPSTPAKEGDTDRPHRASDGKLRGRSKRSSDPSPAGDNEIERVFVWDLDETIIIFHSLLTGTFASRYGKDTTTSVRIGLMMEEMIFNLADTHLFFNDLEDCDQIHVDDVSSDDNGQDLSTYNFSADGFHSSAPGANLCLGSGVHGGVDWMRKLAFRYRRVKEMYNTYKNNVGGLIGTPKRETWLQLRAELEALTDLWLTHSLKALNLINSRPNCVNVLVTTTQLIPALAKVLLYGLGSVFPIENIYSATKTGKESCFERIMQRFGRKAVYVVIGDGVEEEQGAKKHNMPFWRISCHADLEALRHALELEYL
#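 Eya2 (0.2 uM) preincubated 10 min at ambient with compound, then OMFP substrate added at 50 uM; 10 min reaction in 50 mM HEPES pH 7.5, 50 mM NaCl, 5 uM MgCl2, 0.05% BSA, 1 mM DTT. Fluorescence read at Ex 485/Em 525 nm.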
# BCR signal inh: inhibitors of chronic active B-cell receptor signaling | 340,000 tested, 0.05% active | Potency, µM (highest dose often 46.1 µM), without a hit: top-dose ratio change, negative = lower green/red ratio, actives largely listed as inhibitors | ABC-DLBCL IkBa-CBG/CBR reporter, luminescence ratio, 4 h | AID 493014; active means well fitted inhibition curve with a large enough effect in the signal ratio, with a control signal flat, not every such curve was filed as active; inconclusive means small, poorly fitted or top-dose-only effect, or effect the other way, or a change in a side signal; the % refers to the signal ratio;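 further: potency means the concentration at half of the fitted maximal effect; plate controls were basal doxycycline-induced cells for no effect and cells given 10 µM MG132 for full effect; MG132 reads +100%, hits lower the ratio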
#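 Cell line TMD8 (human ABC DLBCL), stably expressing tet-inducible CBG68-IkBa fusion and CBR; IMDM/0.5% FBS; cpd up to 46 uM; dox induction, 4 h, 37C/5% CO2; dual luminescence; green/red ratio; MG132 control.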
# PKM2 act: increases activity of human pyruvate kinase M2. 260,000 tested, 0.34% active. purified PKM2, Kinase-Glo ATP luminescence, activation; response scale: 0% is enzyme alone, no compound. P14618. Potency, µM (series often up to 57.5 µM), inactives show at the highest dose activation, actives largely listed as activators; further: potency means the concentration at half of the fitted maximal effect; on the % scale 0 is the no-effect control and ±100 the full control effect; nearly all actives have a fitted effect of over 55% in size
#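 Purified hPK-M2 (>95%) run at intermediate activity with 0.1 mM ADP and 0.5 mM PEP in 50 mM imidazole pH 7.2, KCl, MgCl2; 1 h room temperature. ATP formed read by Kinase-Glo luminescence; normalized to uninhibited and no-enzyme controls.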
# Menin-MLL TR inh: menin-MLL binding inhibition, Texas Red mutant peptide | O00255 | Menin + Texas Red MLL mutant peptide, fluorescence polarization | Potency, µM (titrated, usually from 61.6 µM), inactives show at the top dose FP activity change, negative = inhibition, most hits filed as inhibitors | 270,000 tested, 0.23% active | AID 1768; active means well fitted inhibition curve with a large enough effect in the polarisation, with a control signal flat, not every such curve was filed as active; inconclusive means small, poorly fitted or top-dose-only effect, or effect the other way, or a change in a side signal; inactive means no such curve, though single readings can be large or run the other way; the % refers to the polarisation; further: potency means the concentration at half of the fitted maximal effect; % of control where 0% means no effect; many of its hits are not listed in these tables
# KCNH2 WT inh: inhibitors of human wildtype KCNH2 potassium channel | Q12809 | U2OS, BacMam KCNH2, thallium flux FluxOr; active compounds read low | activity change, % at 1.84 µM | 340,000 tested, 0.37% active;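 active means maximum activity change below -70%; inconclusive means maximum activity change between -70% and -50%; inactive means maximum activity change above -50%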; further: on the % scale 0 is the no-effect control and ±100 the full control effect
#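 U2OS cells transduced with wild-type KCNH2 virus are loaded with FluxOr dye for 45 min, and thallium flux is measured in kinetic reads before and after stimulation buffer. Rate constants are normalized to DMSO controls.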
# Active calls of the source: *; u = inconclusive; x = no result given; [ ] = another dose, or the depositor's remark. Unless noted, the call rests on the fitted dose curve; in most records, active means well fitted curve in the direction sought with a large enough effect; inconclusive means small, poorly fitted or top-dose-only effect, or another doubt; inactive means no such curve, though single readings can be large; an effect the other way counts as inactive or inconclusive. This is a subset (hit frequency here may not be typical).
item	SMILES	MBNL1-CUG inh	TSHR antagonist	USP2a inh	GALK inh	Mito fusion act	ASM inhibitor
1	O=C(COc1ccccc1Cl)N1CCCCCCC1	-4%	5	1%	-6%	3%	0%
2	Cc1nc(SCC(=O)N2CCOCC2)c2c(=O)n(C)c(=O)n(CC(C)C)c2n1	x	39	0%	x	x	1%
3	Cc1cc(F)ccc1NCC(=O)Nc1ccccc1Br	-27%	6	-4%	-1%	0%	0%
4	CCOC(=O)CSc1nnc(NC(=O)c2cc([N+](=O)[O-])cc([N+](=O)[O-])c2)s1	x	-35	2%	0%	-1%	3%
5	O=C(CCCn1c(=S)[nH]c2cc3c(cc2c1=O)OCO3)N1CCc2ccccc2C1	4%	-13	1%	2%	-1%	-9%
6	NNC(=O)/C(=C\c1cccs1)NC(=O)c1ccccc1	u	-11	1%	x	-5%	3%
7	Cc1cccc(NC(=O)Cn2nc([N+](=O)[O-])c(Br)c2C)n1	23%	8	0%	1%	-13%	4%
8	O=C(NCCOC(=O)c1cccs1)c1cccnc1	-1%	19	0%	5%	-8%	2%

item	Eya2 inh	BCR signal inh	PKM2 act	Menin-MLL TR inh	KCNH2 WT inh
1	-15%	4%	0%	6%	10
2	8%	-8%	x	x	-6
3	-1%	-12%	5%	3%	-11
4	-1%	u	-2%	u	-5
5	5%	1%	15%	-15%	-1
6	3%	-9%	-1%	11%	1
7	-6%	-3%	8%	6%	-10
8	6%	0%	-1%	3%	-9

# Additional structures.
item	SMILES	MBNL1-CUG inh	TSHR antagonist	USP2a inh	GALK inh	Mito fusion act	ASM inhibitor
9	COc1ccccc1CNC(=O)CN1CCN(c2ccc(C(C)=O)cc2)CC1	3%	-6	-3%	-4%	-6%	1%
10	Cc1[nH]c(=O)[nH]c(=O)c1/C=C/C(=O)O	-2%	4	-6%	0%	0%	5%
11	CCCCNC(=O)CN1C(=O)NC(Cc2ccccc2)(Cc2ccccc2)C1=O	-4%	-3	2%	13%	5%	2%
12	CCCNC(=O)COC(=O)c1c2c(nc3ccccc13)CCC2	11%	-1	-3%	0%	11%	-2%
13	Cn1c(/C=C/c2cccc(Br)c2)nc2ccccc2c1=O	7%	-2	-2%	0%	2%	-7%
14	CC1(C)CCC(=O)C=C1Nc1ccc(F)c(Cl)c1	2%	12	1%	-8%	0%	0%
15	Cc1cc(C(=O)N2CC=C(c3ccccc3)CC2)c2ccccc2n1	x	-10	-1%	x	7%	-1%
16	Cc1ccc(C)c(OCC(=O)Nc2ccc(S(=O)(=O)Nc3ncccn3)cc2)c1	2%	-5	0%	5%	3%	-1%

item	Eya2 inh	BCR signal inh	PKM2 act	Menin-MLL TR inh	KCNH2 WT inh
9	19%	-9%	0%	-17%	-1
10	-6%	8%	-5%	x	-4
11	3%	-5%	-2%	-1%	8
12	30%	13%	x	x	15
13	8%	u	x	24%	-5
14	11%	-1%	-1%	-6%	15
15	-19%	u	x	x	12
16	-3%	16%	x	-1%	-2

# (next part)
item	SMILES	MBNL1-CUG inh	TSHR antagonist	USP2a inh	GALK inh	Mito fusion act	ASM inhibitor
17	CC(NC(=O)CNC(=O)C(Cc1ccccc1)NC(=O)OCc1ccccc1)C(N)=O (stereo not drawn)	-6%	9	0%	2%	1%	0%
18	CCOc1ccc(NC(=O)N(Cc2ccc(C)cc2)Cc2ccccn2)cc1	-8%	-3	4%	x	-5%	-1%
19	CCc1cccc2c1NC(=O)[C@]21[C@@H]2C(=O)N(Cc3ccccc3)C(=O)[C@@H]2[C@@H]2CCCN21	-2%	-10	1%	0%	-1%	-1%
20	C#CCN(CC=C)C(=O)C1CCC(=O)N(CCCc2ccccc2)C1 (stereo not drawn)	-4%	3	-2%	3%	0%	3%
21	Cc1nc([N+](=O)[O-])cn1CC(O)c1ccccc1 (stereo not drawn)	5%	-3	3%	12%	4%	0%
22	O=C(C1CCCC1)N1CCC(CO)(Cc2ccccc2Cl)CC1	5%	-16	-1%	10%	6%	2%
23	COc1ccc(N2CCN(C(=O)C3CCC(Cn4c(=S)[nH]c5ccccc5c4=O)CC3)CC2)cc1 (stereo not drawn)	14%	-18	-2%	0%	-5%	-7%
24	CCOC(=O)C(=O)Nc1ccccc1C(=O)OC	-11%	-7	-15%	-2%	9%	2%

item	Eya2 inh	BCR signal inh	PKM2 act	Menin-MLL TR inh	KCNH2 WT inh
17	-2%	u	x	-5%	-12
18	-11%	1%	x	10%	-4
19	-6%	3%	3%	12%	-5
20	-5%	0%	-2%	3%	3
21	7%	-9%	0%	x	-6
22	8%	-18%	3%	u	-1
23	8%	2%	-5%	4%	6
24	3%	-92%	-11%	14%	x

# Compound profiles, as listed above. Screens in order: MBNL1-CUG inh	TSHR antagonist	USP2a inh	GALK inh	Mito fusion act	ASM inhibitor	Eya2 inh	BCR signal inh	PKM2 act	Menin-MLL TR inh	KCNH2 WT inh
# `O=C(C1CCCC1)N1CCC(CO)(Cc2ccccc2Cl)CC1` in the list: 5%	-16	-1%	10%	6%	2%	8%	-18%	3%	u	-1
# `COc1ccc(N2CCN(C(=O)C3CCC(Cn4c(=S)[nH]c5ccccc5c4=O)CC3)CC2)cc1` (stereo not drawn) in the list: 14%	-18	-2%	0%	-5%	-7%	8%	2%	-5%	4%	6

# (listing goes on)
item	SMILES	MBNL1-CUG inh	TSHR antagonist	USP2a inh	GALK inh	Mito fusion act	ASM inhibitor
25	COc1ccc(CN(CC(=O)NC2CCCC2)C(=O)c2onc(C(N)=O)c2N)cc1	u	11	-1%	3%	-11%	0%
26	COC(=O)[C@@]12CCCCN1[C@H](c1ccc(-c3ccc(OC)cc3)cc1)[C@@H]1C(=O)N(C)C(=O)[C@@H]12	x	-8	0%	x	28%	u
27	Cc1ccc(N2CCN(CC(O)COc3ccccc3)CC2)cc1 (stereo not drawn)	u	8	-1%	0%	-2%	-2%
28	CC(=O)NC(Cc1ccc(F)c(F)c1)C(=O)NC1CCN(S(=O)(=O)c2ccc(C)cc2)CC1 (stereo not drawn)	-3%	-4	0%	-2%	6%	4%
29	N#CCCNS(=O)(=O)c1ccc(C(=O)OCCCOC(=O)c2ccc(S(=O)(=O)NCCC#N)cc2)cc1	-4%	6	1%	8%	0%	3%
30	COc1cccc(CNS(=O)(=O)c2ccc(S(=O)(=O)NC3CC3)cc2)c1	-3%	-1	0%	-2%	4%	11%
31	Cc1ccc(Nc2nc(N)c([N+](=O)[O-])c(NCCO)n2)cc1C	u	8	0%	x	9%	-5%
32	Cc1ccc(NC(=S)NCc2ccccc2)c(C)c1	-1%	26	0%	-7%	-11%	2%

item	Eya2 inh	BCR signal inh	PKM2 act	Menin-MLL TR inh	KCNH2 WT inh
25	13%	0%	5%	2%	5
26	-27%	3%	x	x	-3
27	-2%	u	0%	-19%	31
28	6%	-1%	0%	-8%	2
29	-3%	u	-1%	x	-33
30	15%	0%	x	-4%	3
31	10%	6%	9%	x	21
32	5%	u	3%	-5%	-6

# Later entries
item	SMILES	MBNL1-CUG inh	TSHR antagonist	USP2a inh	GALK inh	Mito fusion act	ASM inhibitor
33	O=C(NCc1ccccc1)/C(=C\c1ccccc1)NC(=O)c1ccco1	3%	-1	3%	6%	-3%	2%
34	O=[N+]([O-])c1ccc(-n2nnnc2-c2ccccc2)c([N+](=O)[O-])c1	u	24	2%	-4%	-1%	-1%
35	CCCCc1cc(=O)oc2cc(OCC(=O)N(CC)CC)ccc12	13%	13	-6%	-1%	0%	-1%
36	O=C(CCNC(=O)c1ccccc1)OCC(=O)c1cccc(Cl)c1	3%	-5	1%	-1%	-2%	24%

item	Eya2 inh	BCR signal inh	PKM2 act	Menin-MLL TR inh	KCNH2 WT inh
33	-15%	-3%	5%[0.46 µM]	2%	5
34	-2%	u	19%	-15%	-1
35	13%	-1%	-2%	2%	7
36	-5%	-6%	3%	1%	-6
